Screening results from PubChem.
TbREL1 inh: TbREL1 RNA ligase inhibitors, primary screen, biochemical, FRET fluorescence | inhibition, % at 9.66 µM | RNA-editing ligase 1, mitochondrial (Trypanosoma brucei brucei), P86926 | hit rate 0.49% among 89,000 | TbREL1 RNA ligation;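 active = inhibition above the mean inhibition across all screened compounds plus 3 SD, cut at about 11% in these data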;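 also: 0% = plate median of test wells and 100% = NSC42067 control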
Target sequence (P86926 whole entry, looked up): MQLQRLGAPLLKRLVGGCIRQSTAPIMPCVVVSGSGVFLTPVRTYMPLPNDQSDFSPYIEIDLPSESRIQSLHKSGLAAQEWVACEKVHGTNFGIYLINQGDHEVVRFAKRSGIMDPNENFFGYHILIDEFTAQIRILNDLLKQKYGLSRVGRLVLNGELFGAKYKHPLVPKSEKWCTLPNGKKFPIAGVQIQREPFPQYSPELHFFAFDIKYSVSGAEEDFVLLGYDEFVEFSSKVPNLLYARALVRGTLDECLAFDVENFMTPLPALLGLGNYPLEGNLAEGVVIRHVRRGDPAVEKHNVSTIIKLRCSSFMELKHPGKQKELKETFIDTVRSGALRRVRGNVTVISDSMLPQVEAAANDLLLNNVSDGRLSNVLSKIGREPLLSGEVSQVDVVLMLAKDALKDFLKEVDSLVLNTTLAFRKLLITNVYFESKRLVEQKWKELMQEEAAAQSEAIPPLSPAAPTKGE
Starred values were filed as active, the others as inactive.

SMILES | TbREL1 inh
CC1(C)O[C@@H]2[C@H](O1)[C@@H](CO)O[C@H]2n1cc(Br)c(=O)[nH]c1=O | 0
O=C(c1cc2ccccc2oc1=O)N(Cc1ccco1)Cc1cccs1 | 0
COc1ccc(NC(=O)CCC(=O)N2CCN(S(=O)(=O)c3ccc(C)cc3)CC2)c(OC)c1 | -3
CCCCCCCC(=O)NNC(=O)CCC(=O)O | -2
O=C(Nc1ccc(N2CCOCC2)c(Cl)c1)c1ccc(S(=O)(=O)N2CCOCC2)cc1 | 6
COc1cccc(/C=N/NC(=O)CCNc2n[nH]c(=O)[nH]c2=O)c1OC | 6
COc1ccc(S(=O)(=O)O/N=C2\CCSc3ccc(C)cc32)cc1 | 8
COc1cc(NC(=O)NC(C)(C(F)(F)F)C(F)(F)F)cc(OC)c1OC | -4
CCOc1ccccc1OCC(=O)NN=C1CCCC(=O)C1 | 5
COCCCNC(=O)CC1C[C@H](C(=O)N2CCOCC2)[C@@]2(C)c3[nH]c4ccc(OC)cc4c3CCN2C1=O (some centres not stated) | 0
CC(C)NC(=O)C(c1ccc(F)cc1)N(C(=O)CCC(=O)Nc1ccccn1)c1cccc(F)c1 (configuration not stated) | -1
COCC(=O)N1CCCC(C(=O)c2ccc(-c3ccccc3)cc2)C1 (configuration not stated) | 0
COc1ccc2c(c1)OC[C@H]1[C@H]2N2C(=O)CN(Cc3ccc(F)cc3)C(=O)[C@@]2(C)[C@H]1c1ccccc1 | 1
COc1ccc(C(=O)N2CCN(c3ccc(C)cc3C)CC2)cc1OC | 0
COc1ccc(C2=CC(c3ccc(OC)c(OC)c3)n3nnnc3N2)c(OC)c1 (configuration not stated) | -3
COc1ccc(C)cc1NC(=O)C1CCN(S(=O)(=O)c2cccs2)CC1 | -2
COc1cc(C(=S)N2CCN(c3cccc(Cl)c3)CC2)ccc1O | -9
Cc1nn(C)c(Oc2ccccc2)c1[N+](=O)[O-] | 5
Cc1ncoc1C(=O)Nc1cccc(Cl)c1C | 0
CCOC1=C2[C@H](c3ccc(CC)cc3)N(S(=O)(=O)c3ccc(C)cc3)C[C@H]2C(C#N)(C#N)C(C#N)(C#N)C1 | 2
Cc1cccn2c(=O)c(/C=N/O)c(N3CCCC3)nc12 | 1
C=CCNC(=O)c1cccc(C(F)(F)F)c1 | 1
Nn1c(COc2cccc(Cl)c2)nc2ccccc2c1=O | 2
CN(C)CCCNCCCNC(=O)c1ccncc1 | -1
Cc1cc(C)cc(C(O)c2ncc(-c3ccccc3)[nH]2)c1 (configuration not stated) | -2
COC(=O)C1CCN(C(=O)COC(=O)c2ccc3[nH]c4c(c3c2)CCCC4)CC1 | -4
COc1ccc(-c2cc(C(F)(F)F)nc(SCC(=O)Nc3ccc4c(c3)OCO4)n2)cc1 | 3
CC(=O)Nc1nonc1-n1nnc(C(=O)NCc2ccccc2)c1C | 1
COc1ccc(S(=O)(=O)N2CCOCC2)cc1C(=O)N1CCCCC1 | 1
COc1ccc(CCNC(=O)COC(=O)C2COc3ccccc3O2)cc1 (configuration not stated) | -1
Cc1ccc(-n2ccnc2SCC(=O)N(CC(C)C)C2CCS(=O)(=O)C2)c(C)c1 (configuration not stated) | 1
Cc1nc(/C(N)=N/OC(=O)Cc2ccccc2)no1 | 8
CN1CCN(c2cccc3c2S(=O)(=O)N[C@H](Cc2ccccc2)CO3)CC1 | 0
O=C(c1c[nH]c2ccc(S(=O)(=O)N3CCC4(CC3)OCCO4)cc2c1=O)N1CCOCC1 | -1
Cc1ccc(C)c(C(=O)Nc2c(C(N)=O)oc3ccccc23)c1 | -1
COc1ccc(CNS(=O)(=O)c2cc(Br)ccc2Br)c(OC)c1 | 1

Gathered by group: the compounds so far with a thiophene ring, fused or not (two)
SMILES | TbREL1 inh
O=C(c1cc2ccccc2oc1=O)N(Cc1ccco1)Cc1cccs1 | 0
COc1ccc(C)cc1NC(=O)C1CCN(S(=O)(=O)c2cccs2)CC1 | -2

(listing goes on)
SMILES | TbREL1 inh
Cc1c(C(=O)O)sc2nc(SCC(=O)Nc3ccc(S(=O)(=O)NC(C)(C)C)cc3)[nH]c(=O)c12 | 0
CCN(CC)CCN1C(=O)c2oc3ccccc3c(=O)c2C1c1cccc(Br)c1 (configuration not stated) | -1
CC(=O)Nc1ccc(S(=O)(=O)NC(CC(=O)NC2CCCCC2C)C(C)C)cc1 (configuration not stated) | -2
COc1ccc(S(=O)(=O)N2CCC(C(=O)NCCOc3ccccc3F)CC2)cc1OC | -1
CCN(CC(=O)NC(C)(C)C)Cc1nc2c(Br)cc(Br)cc2c(=O)[nH]1 | -2
CCOc1cc(/C=N/NC(=O)C(OC)c2ccccc2)ccc1O (configuration not stated) | -1
COc1ccc(OC)c(/C=C/C(=O)OCC(=O)Nc2ccc3c(c2)OCCO3)c1 | -1
CO/N=C/c1ccc(N2CCN(C(=O)c3cccc(C(F)(F)F)c3)CC2)c([N+](=O)[O-])c1 | 0
O=C(CCCCCCCCN1C(=O)c2ccccc2C1=O)N1CCOCC1 | -4
O=C(Nc1cccc(S(=O)(=O)N2CCOCC2)c1)c1cc(S(=O)(=O)N2CCOCC2)c(Cl)cc1Cl | -4
CN(c1nnc(N)s1)C1CCCCC1 | 0
C[C@@H]1CN([C@@H](C)CO)C(=O)CCCn2nncc2CO[C@H]1CN(C)S(=O)(=O)c1ccccc1C#N | 1
CC(C)(C)OC(=O)NCc1ccc(CNC(=O)c2nc[nH]c2C(=O)NCc2ccccc2)cc1 | -2
COc1cc(C(=O)N/N=C/c2ccc(OC(=O)c3ccccc3)c(OC)c2)ccc1O | 0
CCCCn1c(N)c(N(CCC(C)C)C(=O)c2cccc(N3C(=O)c4ccccc4C3=O)c2)c(=O)[nH]c1=O | -1
Cc1ccc(S(=O)(=O)N2CCOCC2)cc1C(=O)OCC(=O)NCCc1ccccc1 | 2
O=C(CSc1ccc2nnc(-c3ccccc3)n2n1)NCc1ccc2c(c1)OCO2 | 0
CCc1nc2ccc(C(=O)N(C)C(C)C)cn2c1N(CC)Cc1cccc(Br)c1 | -3
Cc1n[nH]c(C)c1S(=O)(=O)N1CCCC(C(=O)NCc2ccccc2Cl)C1 (configuration not stated) | 0
CN1CCN(C(=O)/C=C/c2ccc(Cl)cc2)CC1 | -2
Oc1[nH]c2ccccc2c1N=Nc1nncc2ccccc12 | 4
COc1ccc(/C=C/C(=O)NC(=S)Nc2ccc(C(=O)O)cc2)cc1 | 2
COc1cccc(/C=C2/NC(=O)N(CC(=O)Nc3ccc(C)cc3)C2=O)c1OCc1cccc(C(=O)O)c1 | 4
O=C1N[C@@H](Cc2ccccc2)C(=O)N2CCCC12 (some centres not stated) | 3
O=C1NC(=O)C(=Cc2ccccc2)N1 | 5
Cc1ccc(C2NS(=O)(=O)N=C2N)cc1 (configuration not stated) | 6
O=C(Nc1cc(S(=O)(=O)N2CCCCC2)ccc1Oc1ccccc1)C1=COCCO1 | -4
O=C1CCCCC1Nc1ccc(Br)cc1 (configuration not stated) | 1
CCCC(=O)N/C(N)=N/c1nc(C)c2cc(C)ccc2n1 | 2
O=C(Nc1cccc(Cl)c1N1CCCCC1)c1ccc(N2CCOCC2)c([N+](=O)[O-])c1 | 0
COc1ccccc1N1CCN(C(=O)CCCCCn2c(=O)[nH]c3ccsc3c2=O)CC1 | -2
COc1ccccc1-c1coc2c(CN(C)C)c(O)ccc2c1=O | -1
CN(NC(=O)NN(C)C(=O)c1ccccc1)C(=O)c1ccccc1 | 3
CC(=O)N/N=C(\C)CC(=O)NC(C)(C)C | 1
COP(=O)(OC)c1nc(-c2cccc3ccccc23)oc1NCCc1ccccc1 | 0
O=C(c1ccccc1)c1c2c(cc3sc4ccccc4[n+]13)-c1cccc3cccc-2c13 | 1
O=C(NCCN1CCCCCC1)c1ccc(N2CCCC2=O)cc1 | -1
Cc1ccc(C(=O)C(C)OC(=O)c2n[nH]c(=O)c3ccccc23)cc1 (configuration not stated) | -2
CC(Sc1nc2ccccc2c(=O)n1CC1CCCO1)C(=O)Nc1ccc(S(N)(=O)=O)cc1 (configuration not stated) | 1
COc1ccc(CCNC(=S)N2CCN(S(=O)(=O)c3ccc(C)cc3)CC2)cc1 | -6
Clc1ccc(OCCNCCc2ccccc2)cc1 | 4
O=C(O)c1ccccc1-c1ccc(/C=C/c2cc(C(F)(F)F)[nH]c(=O)n2)o1 | -15
Cc1cc(C)cc(-c2c(C(=O)c3ccc(Br)cc3)[nH]c(N)c2C(=O)NCc2ccc(Cl)cc2)c1 | 10
Cc1ccc(O)c(Nc2ncnc3ccc([N+](=O)[O-])cc23)c1 | 0
COc1cc(C(CCN2CCOCC2)c2c(OC)cc(OC)c3c(C)cc(=O)oc23)cc(OC)c1OC (configuration not stated) | -3
Cc1ccc(C(=O)CSc2nc(N)cc(=O)[nH]2)cc1 | -1
O=C(COC(=O)/C=C/c1cccc(C(F)(F)F)c1)NC(=O)NC1CCCC1 | 0
Cc1cccc(OCCCC(=O)Nc2nccs2)c1C | 0
COc1cccc(CNC(=O)CNS(=O)(=O)c2ccc(Br)s2)c1 | 3
COc1ccc(CCNC2CC(=O)N(C)C2=O)cc1OC (configuration not stated) | 1
CCOc1ccc(C(=O)Nc2cccc3cccnc23)cc1 | 6
Cc1cc(N2CCc3ccccc32)n2ncnc2n1 | 2
CCOC(=O)c1c(N)sc2c1CCCC2=O | 2
CC(=O)Nc1ccc(S(=O)(=O)NC(C)C(=O)NCC(c2ccco2)N2CCCCC2)cc1 (configuration not stated) | 0
CC1=CCC2C(=O)N(c3ccc(C(=O)N4CCCCCC4)cc3)C(=O)C2C1 (configuration not stated) | -1
COc1ccc(CCNC(=O)CS(=O)(=O)c2cn(CC(=O)N3CCOCC3)c3ccccc23)cc1OC | -3
O=C(NCCc1cn2ccccc2n1)c1ccccc1F | 4
CC(=O)[C@H]1[C@@H]2C(=O)N(c3cccc(Cl)c3)C(=O)[C@@H]2[C@H]2c3ccccc3C=CN21 | 5
O=C(Oc1coc(CSc2ncccn2)cc1=O)c1ccc([N+](=O)[O-])cc1 | -1
COCCOC(=O)C1=C(C)Nc2nc(C)nn2C1c1ccccc1 (configuration not stated) | 5
Other entries follow.
SMILES | TbREL1 inh
N#CC1=C(N)N(c2ccc(Br)cc2)C2=C(C(=O)CCC2)C1c1cccnc1 (configuration not stated) | 1
Cc1nn(-c2ccccc2)c(C)c1/C=N/NC(=O)c1cc(C2CC2)[nH]n1 | -4
Cc1c(Cl)cccc1NC(=S)N1CCC(N(C)CC2CCCO2)CC1 (configuration not stated) | -2
COC(=O)[C@@H](CC(C)C)CP(=O)(OC)[C@@H](C)NC(=O)OCc1ccccc1 (some centres not stated) | 5
Cc1ccn(CC(C)C(=O)O)n1 (configuration not stated) | 0
O=C(Nc1ccccc1C(=O)NC(Cc1c[nH]c2ccccc12)C(=O)O)c1ccccc1 (configuration not stated) | 6
Cc1cccc(NC(=O)NCC(F)(F)F)n1 | 2
CN1CCN(c2ccc([N+](=O)[O-])cc2NC(=O)c2ccco2)CC1 | 4
COCCN(C(=O)c1ccco1)c1nnc(-c2ccc(OC)cc2)s1 | -2
CCOP(=O)(c1ccccc1Cl)C1(O)CCCCC1 (configuration not stated) | 2
Clc1ccc(CSc2nnc(NC3=NCCCCC3)s2)cc1 | -1
CCOC(=O)N1CCN(S(=O)(=O)c2ccc3c(c2)CC(C)N3C(=O)C2CC2)CC1 (configuration not stated) | -2
Cc1cc(C)nc(SCC(=O)NC2CCCCC2C)n1 (configuration not stated) | 0
CN(C(=O)c1ccc(S(=O)(=O)N(C)C)cc1)c1ccc2ccccc2c1 | -2
CCOC(=O)c1sc(C)c(C(=O)NCCCN2CCOCC2)c1N | 1
Cc1cccc(C)c1NC1=NC(=S)N(c2ccc(C(=O)O)cc2)C12CCCCC2 | 1
Cc1nn(Cc2ccccc2)c(Cl)c1C(=O)OC(C)C#N (configuration not stated) | -1
C=CCN(Cc1ccc(OC)cc1OC)C(C#CCCCC)c1ccccc1 (configuration not stated) | -3
CC(C)(C)OC(=O)NCCCC[C@H](NC(=O)c1[nH]cnc1C(=O)N[C@@H](Cc1ccccc1)C(=O)OC(C)(C)C)C(=O)OC(C)(C)C | 6
O=C(Cn1cc2c(n1)CCCCC2)NCc1cccs1 | 0
Cc1ccc(CN[C@@H]2CC[C@@]34CCCN3C(=O)CCC[C@H]4C2)cc1 | 4
COc1ccc(C(=O)c2c[nH]c(C(=O)NCCCn3ccnc3)c2)cc1 | 3

In the list so far, these contain a Cl atom:
SMILES | TbREL1 inh
O=C(Nc1ccc(N2CCOCC2)c(Cl)c1)c1ccc(S(=O)(=O)N2CCOCC2)cc1 | 6
COc1cc(C(=S)N2CCN(c3cccc(Cl)c3)CC2)ccc1O | -9
Cc1ncoc1C(=O)Nc1cccc(Cl)c1C | 0
Nn1c(COc2cccc(Cl)c2)nc2ccccc2c1=O | 2
O=C(Nc1cccc(S(=O)(=O)N2CCOCC2)c1)c1cc(S(=O)(=O)N2CCOCC2)c(Cl)cc1Cl | -4
Cc1n[nH]c(C)c1S(=O)(=O)N1CCCC(C(=O)NCc2ccccc2Cl)C1 (configuration not stated) | 0
CN1CCN(C(=O)/C=C/c2ccc(Cl)cc2)CC1 | -2
O=C(Nc1cccc(Cl)c1N1CCCCC1)c1ccc(N2CCOCC2)c([N+](=O)[O-])c1 | 0
Clc1ccc(OCCNCCc2ccccc2)cc1 | 4
Cc1cc(C)cc(-c2c(C(=O)c3ccc(Br)cc3)[nH]c(N)c2C(=O)NCc2ccc(Cl)cc2)c1 | 10
CC(=O)[C@H]1[C@@H]2C(=O)N(c3cccc(Cl)c3)C(=O)[C@@H]2[C@H]2c3ccccc3C=CN21 | 5
Cc1c(Cl)cccc1NC(=S)N1CCC(N(C)CC2CCCO2)CC1 (configuration not stated) | -2
CCOP(=O)(c1ccccc1Cl)C1(O)CCCCC1 (configuration not stated) | 2
Clc1ccc(CSc2nnc(NC3=NCCCCC3)s2)cc1 | -1
Cc1nn(Cc2ccccc2)c(Cl)c1C(=O)OC(C)C#N (configuration not stated) | -1

As entered above.
Cc1cc(C)nc(SCC(=O)NC2CCCCC2C)n1 (configuration not stated) | TbREL1 inh = 0
O=C(Cn1cc2c(n1)CCCCC2)NCc1cccs1 | TbREL1 inh = 0
C=CCN(Cc1ccc(OC)cc1OC)C(C#CCCCC)c1ccccc1 (configuration not stated) | TbREL1 inh = -3
Cc1ccc(CN[C@@H]2CC[C@@]34CCCN3C(=O)CCC[C@H]4C2)cc1 | TbREL1 inh = 4

An excerpt; count on the stated rates, not on these rows.
